Screens as filed in PubChem.
H9c2 TAG inh: inhibitors of triacylglycerol accumulation, primary screen, cell-based, uHTS, fluorescence, H9c2. inhibition, % at 12.5 µM. 230,000 compounds, 0.66% hits. H9c2 cells, Nile Red lipid (TAG) fluorescence; cells loaded with 200 µM oleic acid. AID 651582, 2012;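 active means pattern-corrected inhibition of lipid staining of at least 50% with the nuclear-stain viability signal not falling by more than 50%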;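 further: 0% = DMSO wells and 100% = triacsin C control wells; some results filed as inactive read as strong as hits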
H9c2 TAG inh DAPI viability: also measured in H9c2 TAG inh; calls as there; DAPI nuclei signal change (viability), lower = more cytotoxic, %;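 whole-well DAPI fluorescence read on a plate reader as a viability signal; minus 50 percent equals half of cells still viable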
* = called active by the depositor. Not all compounds are listed; count on the stated rates, not on these rows.

No.	SMILES	H9c2 TAG inh	H9c2 TAG inh DAPI viability
1	CC(C)N(C(=O)[C@H]1C[C@H](CC(=O)NCc2cccc(C(F)(F)F)c2)C(=O)N2CCc3c([nH]c4cc(CCC(=O)N(C)C)ccc34)[C@]12C)C(C)C	-2	1
2	CCCC(=O)c1cc2c(cc1NC(=O)c1ccccc1F)OCCO2	-4	17
3	COc1ccccc1C#Cc1cnc2c(c1)C(=O)N([C@H](C)CO)C[C@H](C)[C@@H](CN(C)S(=O)(=O)c1cn(C)cn1)O2	24	3
4	N#CCCN(C(=O)COC(=O)c1nc(Cl)ccc1Cl)c1ccccc1	8	-8
5	CCN1CCN(c2ccc(S(=O)(=O)N3CCOCC3)cc2NC(=O)C(C)Oc2ccc(Cl)cc2)CC1 (centres undefined)	22	5
6	CC1CCc2c(nc3ncnn3c2Nc2ccc(OC(F)(F)F)cc2)C1 (centres undefined)	-28	9
7	CCCC1N2CC3([N+](=O)[O-])CN1CC([N+](=O)[O-])(C2)C3(C)C (centres undefined)	1	1
8	CC(=O)NN1C(=O)/C(=C/c2ccc(C(C)C)cc2)SC1=S	11	-13
9	CCCOc1ccc2oc(=O)c3c(c2c1)CCCN3C(=O)CN1CCCC(C(=O)OCC)C1 (centres undefined)	4	-1
10	CCOc1ccc(NC(=O)N2CCC(C(N)=O)(N3CCCCC3)CC2)cc1	11	-13
11	CCN(CC)CCNS(=O)(=O)c1ccc(/C=C/C(=O)O)cc1	5	11
12	COCCN(Cc1ccccc1)C(=O)c1cccc(S(=O)(=O)N2CCN(c3ccccc3)CC2)c1	-10	6
13	CSc1ccc(S(=O)(=O)N2c3ccccc3CC2C)cc1 (centres undefined)	8	-13
14	COCCNC(=O)CSc1ccc(Cl)cc1	10	3
15	CSc1ccc(CN2CCC2(C)C(=O)NCc2cccs2)cc1 (centres undefined)	-7	-3
16	CC(=O)C1=C(O)C(=O)N(c2ccc(Br)cc2)C1c1cccc([N+](=O)[O-])c1 (centres undefined)	-4	9
17	CCCCNC(=S)N1CCN(CC)CC1	14	-4
18	O=C(Nc1cccc(Cl)c1N1CCOCC1)c1cccs1	-14	0
19	COc1cc(/C=C2/OC(=O)c3cc([N+](=O)[O-])ccc32)cc(OC)c1OC	10	0
20	CC(C)Cc1nc(N2CCN(C(=O)c3ccccc3)CC2)c(C#N)c2c1CCC2	-15	-2
21	COc1ccc(NC(=O)COc2ccc(C(=O)NCc3cccnc3)cc2OC)cc1	5	-5
22	Cc1nc2c(OCC(=O)c3ccc(F)cc3)cccn2c1N(C)Cc1cccs1	-7	1
23	O=C1/C(=C\c2cccs2)Sc2ccc3ccccc3c21	-5	-4
24	Cc1cc(-c2ccc([N+](=O)[O-])cc2)nc2ccccc12	-10	11
25	C=CCN1C(=O)C(O)(CC(=O)c2ccc(-n3cccc3)cc2)c2ccccc21 (centres undefined)	9	-1

Molecules from the list above with two or more sulfur atoms, in the order listed:
No.	SMILES	H9c2 TAG inh	H9c2 TAG inh DAPI viability
8	CC(=O)NN1C(=O)/C(=C/c2ccc(C(C)C)cc2)SC1=S	11	-13
13	CSc1ccc(S(=O)(=O)N2c3ccccc3CC2C)cc1 (centres undefined)	8	-13
15	CSc1ccc(CN2CCC2(C)C(=O)NCc2cccs2)cc1 (centres undefined)	-7	-3
23	O=C1/C(=C\c2cccs2)Sc2ccc3ccccc3c21	-5	-4

More results follow.
No.	SMILES	H9c2 TAG inh	H9c2 TAG inh DAPI viability
26	Cc1cc(N(CCO)CCO)nc(-n2nc(C)cc2C)n1	-10	2
27	O=C(Nc1ccc2nc(N3CCOCC3)sc2c1)c1cc2ccccc2o1	38	14
28	Fc1ccccc1Nc1nc2ccccc2n2nnnc12	6	8
29	O=C(Cn1cc(COc2ccc(Br)cc2[N+](=O)[O-])nn1)c1ccc(O)cc1	-11	-9
30	CC1CN(C(=O)CCC(=O)NC2CCN(Cc3ccccc3)CC2)c2ccccc2O1 (centres undefined)	5	4
31	Cc1ccnc(NC(=O)c2cccc(NS(=O)(=O)c3ccccc3C)c2)c1	8	2
32	CCCOC(=O)CC1C(=O)NCCN1Cc1cc(OC)cc(OC)c1 (centres undefined)	-3	0
33	CCCCCNS(=O)(=O)c1cc(C)ccc1OC	-7	7
34	Cn1cc(-c2csc(C(O)c3ccc(F)c(F)c3)n2)cn1 (centres undefined)	-16	4
35	CC(Oc1ccccc1F)C(=O)NNC(=O)CCNC(=O)c1ccco1 (centres undefined)	1	5
36	CC(C)Cn1cnc2c(SCc3ccccn3)nc(N)nc21	6	2
37	CC(=O)NC(CCc1ccc(Cl)c(Cl)c1)c1cccc(O)c(=O)c1 (centres undefined)	-9	-10
38	COc1ccc(NS(=O)(=O)c2ccc(NC(C)=O)cc2)c(OC)c1	-12	-4
39	CCOc1ccc(-n2c(SCC(=O)NCc3ccco3)nc3ccccc3c2=O)cc1	-8	-2
40	CCCCNC(=O)CSc1nc2ccc(N3CCOCC3)cc2c(=O)n1Cc1ccc(OC)cc1	14	17
41	O=Nc1c(O)ccc2cc(S(=O)(=O)O)ccc12	5	-2
42	O=C(CCn1c(=O)oc2ccccc21)Nc1cccc([N+](=O)[O-])c1	-18	2
43	Nc1ccccc1-c1nnc(SCC(=O)Nc2ccccc2OC(F)F)[nH]c1=O	-4	7
44	CCOc1ccc(NC(=O)NNC(=O)c2ccc3ccccc3c2O)cc1	7	-7
45	CCS(=O)(=O)N1CCC(C(=O)OCC(=O)c2ccc(Br)cc2)CC1	-25	11
46	O=C(c1ccccc1)c1ccc(OCC(O)CN2CCN(Cc3ccccc3)CC2)cc1 (centres undefined)	7	9
47	CCOC(=O)N1CCN(C(=O)CSc2ccc3nnc(-c4ccccn4)n3n2)CC1	0	2
48	CCCCC/C=C/C1=CC(=O)C[C@H](c2ccc(OC)c(OC)c2)C1	-30	8
49	O=S(=O)(Nc1cccc(-c2ccc(N3CCOCC3)nn2)c1)c1ccc(Cl)c(Cl)c1	0	-1
50	CCC(=O)Nc1ccc(OCc2nnc3c4ccccc4c(C)nn23)cc1	-2	-8

Following part
cpd	compound	H9c2 TAG inh	H9c2 TAG inh DAPI viability
51	CC1(C)CC(=Cc2ccccc2[N+](=O)[O-])C(=O)c2ccccc21	-13	10
52	NC(=O)C1CCCN(Cc2ccc3ccccc3c2)C1 (centres undefined)	-3	-3
53	CCN(CC)CCCNC1=C(Cl)C(=O)c2ccccc2C1=O	108	-72
54	Cc1cc(C)c2cc(CNC3CCCC3)c(Cl)nc2c1	-7	3
55	CCOC(=O)C1(Cc2cccc(F)c2)CCN(Cc2cnn(CC)c2)CC1	-2	14
56	COc1cc(C(=O)NNC(=S)NC(=O)/C=C/c2ccccc2)cc(OC)c1OC	0	2
57	Cc1ccc(-c2ccc(/C=N/NC(N)=S)o2)cc1	15	-8
58	COc1cccc(COC(=O)C2CC(=O)N(Cc3ccc(C)cc3)C2)c1OC (centres undefined)	-5	6
59	CCOC(=O)CCCCCC(=O)Nc1ccc2c(c1)C(=O)N([C@@H](C)CO)C[C@H](C)[C@H](CN(C)S(=O)(=O)c1ccc(OC)cc1)OCCCC[C@H](C)O2	-19	3
60	CCCC(=O)Nc1ccccc1NC(=O)c1ccc(OC(C)=O)cc1	-10	13
61	COc1cccc(NC(=O)c2ccc3c(c2)N(C)CCS3)c1	-10	10
62	COc1ccccc1N1C(=O)[C@@H]2C(C(=O)CN3C(=O)c4ccccc4C3=O)=NN[C@@H]2C1=O	0	6
63	O=C(CCCN1C(=O)/C(=C\c2cccs2)SC1=S)Nc1ccccc1O	7	0
64	Fc1c(F)c(C(F)(F)F)c(F)c(F)c1N1CCN(c2ccc3nnc(C(F)(F)F)n3n2)CC1	-3	7
65	CCOc1ccc(C(OC(=O)c2ccco2)C(=O)NCc2ccc(C)cc2)cc1 (centres undefined)	11	-8
66	CC1=C(C(=O)N(C)CCC#N)C2(CCCCC2)OC1=O	5	1
67	O=C(Nc1ccc(F)c(Cl)c1)c1cc(C2CCCN(S(=O)(=O)c3cccs3)C2)on1 (centres undefined)	31	5
68	CN(C)CCNC(=O)c1ccc(-c2cnn(C)c2)c2ccoc12	10	20
69	C=C(C)CN1C(=O)C2(OCCO2)c2cc(Br)ccc21	-10	0
70	COCCOC(=O)C1=C(C)N=C2SCCC(=O)N2C1c1ccc(OC(=O)c2ccco2)cc1 (centres undefined)	3	-7
71	CCOc1ccc(C2c3[nH]c4ccccc4c3CCN2C(=O)Cn2cncn2)cc1 (centres undefined)	-16	8
72	O=C(NCc1ccccn1)c1cccc(NS(=O)(=O)c2ccc(Br)cc2)c1	-12	9
73	COc1cccc(-c2cnc(C(O)c3ccccc3OC)[nH]2)c1 (centres undefined)	-14	9
74	CN(Cc1ccc(Cl)c(Cl)c1)C(=O)CN1C(=O)NC2(CCCC2)C1=O	-18	3
75	CCOc1ccccc1C(c1c(O)nc(SC)[nH]c1=O)c1c(O)nc(SC)[nH]c1=O	-5	3
76	COC(=O)C1(O)CC(C(C)C)=NN1C(=O)c1ccc(Cl)cc1 (centres undefined)	1	7
77	COC(=O)CC1C(=O)NCCN1Cc1cn(-c2ccc(C)cc2)nc1-c1cccc(C)c1 (centres undefined)	1	-10
78	COc1ccccc1CNC(=O)Cn1cc2c(n1)CCCC2	1	-1
79	COc1cc(OC)cc(C(=O)NC(C(=O)NNC(=O)c2ccc(C)cc2)C(C)C)c1 (centres undefined)	4	-1
80	O=C(c1cccc(F)c1)N1CCN(Cc2ccco2)CC1	14	-10
81	O=c1cc(CNC2CCCCC2)c2ccccc2[nH]1	27	-10
82	O=C(Cc1ccc(NC(=O)C2CCCN(C(=O)CCc3ccccc3)C2)cc1)Nc1ccc(C(=O)N2CCOCC2)cc1 (centres undefined)	-9	3
83	Cc1ccc(C)c(C(=O)Nc2ccncc2)c1	-13	6
84	COc1ccc(-c2ccc(C(=O)NCC3CC3)c3occc23)c(C)c1	-41	-3
85	CC(Sc1ccsc1[N+](=O)[O-])C(=O)N1CCN(c2ccccn2)CC1 (centres undefined)	-20	17
86	O=C(CSc1nnc(-c2ccncc2)n1Cc1ccco1)Nc1nc(-c2ccccc2)cs1	-25	3
87	O=C(CSc1nnnn1-c1ccccc1)N1CCCc2ccccc21	-8	2
88	COc1ccc(C2=NN(S(=O)(=O)c3ccccc3)C(c3ccccc3)C2)cc1 (centres undefined)	-9	-5
89	COc1ccc(C(CCNCc2ccc(OC(C)C)cc2)C(C)C)cc1 (centres undefined)	-3	-14
90	O=S(=O)(c1ccc(SCc2ccc(Cl)cc2)nc1)N1CCCC1	-13	-9

Part of the list above, with each value named.
(39) CCOc1ccc(-n2c(SCC(=O)NCc3ccco3)nc3ccccc3c2=O)cc1
  H9c2 TAG inh: -8
  H9c2 TAG inh DAPI viability: -2
(40) CCCCNC(=O)CSc1nc2ccc(N3CCOCC3)cc2c(=O)n1Cc1ccc(OC)cc1
  H9c2 TAG inh: 14
  H9c2 TAG inh DAPI viability: 17
(41) O=Nc1c(O)ccc2cc(S(=O)(=O)O)ccc12
  H9c2 TAG inh: 5
  H9c2 TAG inh DAPI viability: -2

The main list resumes, starting 3 compounds before the break.
cpd	compound	H9c2 TAG inh	H9c2 TAG inh DAPI viability
88	COc1ccc(C2=NN(S(=O)(=O)c3ccccc3)C(c3ccccc3)C2)cc1 (centres undefined)	-9	-5
89	COc1ccc(C(CCNCc2ccc(OC(C)C)cc2)C(C)C)cc1 (centres undefined)	-3	-14
90	O=S(=O)(c1ccc(SCc2ccc(Cl)cc2)nc1)N1CCCC1	-13	-9
91	CCN1CCN(CCCOc2ccc(Cl)cc2Br)CC1	-18	19
92	Cc1ccc(NC(=O)COC(=O)Cc2ccccc2)cc1S(=O)(=O)N1CCOCC1	7	3
93	Cc1cc(C)c(OCC(=O)NCC(c2ccco2)N2CCCCC2)c(C)c1 (centres undefined)	-4	14
94	COc1ccccc1-c1n[nH]c(=S)o1	25	-7
95	Brc1cccc(-c2nnc3sc(CNC4CCCC4)cn23)c1	-11	-2
96	O=C(c1cc2cc(Cl)ccc2oc1=O)N1CCOCC1	-2	-1
97	Cc1cc(=O)[nH]c(/N=C(\N)Nc2cccc3ccccc23)n1	-6	7
98	CCOc1ccc(N2C(=O)CC(SCc3nc4ccccc4[nH]3)C2=O)cc1 (centres undefined)	-10	1
99	CCn1ccc(C(=O)Nc2cccc(Cl)c2)n1	7	-4
100	CC(C)CNC(=O)C1CCN(S(=O)(=O)c2ccc3c(c2)OCCO3)CC1	1	-1
101	O=C(N/N=C\C=C\c1ccco1)c1cncc(Br)c1	-2	-11
102	COc1ccc(NC(=O)C2CCN(S(=O)(=O)c3ccc(Cl)c(C(F)(F)F)c3)CC2)cn1	13	-4
103	Cc1ccc(Cn2c(SCCN3CCCCC3)nc3c2c(=O)n(C)c(=O)n3C)cc1	26	1
104	O=C(COc1ccccc1)N1CCN=C1SCc1ccccc1	2	2
105	CCCn1c(N2CCC(Cc3ccccc3)CC2)nc2c1c(=O)[nH]c(=O)n2C	-26	11
106	CCOc1ccccc1NC(=O)CCc1ccc(C)o1	24	-1
107	COc1ccc(C(=O)c2oc3ccc(OC)cc3c2N)cc1	-8	16
108	COc1cc(OC)cc(C(=O)Nc2ccc(S(=O)(=O)Nc3cnc4ccccc4n3)cc2)c1	-3	6
109	COCC(=O)N(Cc1cc2ccccc2[nH]c1=O)c1ccccc1OC	-1	4
110	N/C(=N\OC(=O)c1cccc(Br)c1)c1ccncc1	-5	-8
